High-throughput results deposited in PubChem BioAssay by National Center for Advancing Translational Sciences (NCATS).
Sm TGR inh – inhibitors of Schistosoma mansoni thioredoxin glutathione reductase | Q962Y6 | hit rate 3% among 360,000 | purified TGR, DTNB reduction, TNB absorbance 405 nm | AID 485364 | Potency, µM (highest dose often 114 µM), without a hit: at the highest dose activity change, negative = inhibition, actives largely listed as inhibitors; note: potency is the fitted concentration of half-maximal effect; nearly all actives have a fitted effect of over 60% in size
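TGR 20 nM + NADPH 100 uM (dispensed conc.), cpd preinc 15 min RT; start with NADPH (500 uM addition) then DTNB (15 mM addition). Kinetic TNB absorbance, 405 nm filter. Four-parameter Hill fit across titration.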
AmpC inh no detg – inhibitors of E. coli AmpC beta-lactamase without detergent | Potency, µM (titrated, usually from 57.1 µM), for inactives: at the top dose activity change, negative = inhibition, hits mostly inhibitors | hit rate 0.52% among 330,000 | AID 485341 | AmpC nitrocefin hydrolysis, absorbance 480 nm, 0.0001% Triton | P00811;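 note: potency is the fitted concentration of half-maximal effect; plate controls were no compound for no effect and no enzyme for full effect; nearly all actives have a fitted effect of over 20% in size; some results filed as inactive show a strong effect at the top dose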
Target sequence (P00811 whole entry, looked up): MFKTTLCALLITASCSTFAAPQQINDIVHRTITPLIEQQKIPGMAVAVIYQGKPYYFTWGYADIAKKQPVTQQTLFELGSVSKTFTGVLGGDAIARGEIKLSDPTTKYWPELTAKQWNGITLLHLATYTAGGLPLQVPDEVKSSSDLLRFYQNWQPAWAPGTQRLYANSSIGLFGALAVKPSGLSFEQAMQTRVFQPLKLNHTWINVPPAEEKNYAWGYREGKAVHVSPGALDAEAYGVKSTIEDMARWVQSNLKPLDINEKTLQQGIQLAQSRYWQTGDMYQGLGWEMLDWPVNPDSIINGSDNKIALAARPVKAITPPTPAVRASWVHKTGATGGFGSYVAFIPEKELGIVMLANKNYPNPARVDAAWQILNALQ
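AmpC (5.3 nM in the dispensed reagent) in 20 mM phosphate pH 7.0 with 0.01% (detergent screen) or 0.0001% Triton X-100 was preincubated with compounds for 15 min at room temperature. Nitrocefin was then added from an 800 uM solution, and hydrolysis was followed at 480 nm.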
HCV inhibitor – blocks hepatitis C virus; Potency, µM (series often up to 41.8 µM), without a hit: at the highest dose activity change, negative = inhibition, hits mostly inhibitors; AID 651820; hit rate 3.4% among 340,000; Huh7.5.1 HCVcc-Cre infection, luciferase reporter, 44 h; note: potency is the fitted concentration of half-maximal effect
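Cells seeded at 1,000/well and cultured 4 h, then compounds added followed by HCVcc-Cre virus (~0.5 moi). After 44 h further culture, luciferase substrate was added, plates held 15 min at room temperature, and luminescence read for 15 sec.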
Giardia FBPA inh – inhibitors of Giardia lamblia fructose-1,6-bisphosphate aldolase; purified Giardia FBPA; hit rate 0.71% among 290,000; AID 2451; Potency, µM (doses to about 59.6 µM), for the others: at the highest dose activity, negative = inhibition, hits mostly inhibitors; note: potency is the fitted concentration of half-maximal effect; nearly all actives have a fitted effect of over 55% in size
Target sequence (A8B2U2 whole entry, looked up): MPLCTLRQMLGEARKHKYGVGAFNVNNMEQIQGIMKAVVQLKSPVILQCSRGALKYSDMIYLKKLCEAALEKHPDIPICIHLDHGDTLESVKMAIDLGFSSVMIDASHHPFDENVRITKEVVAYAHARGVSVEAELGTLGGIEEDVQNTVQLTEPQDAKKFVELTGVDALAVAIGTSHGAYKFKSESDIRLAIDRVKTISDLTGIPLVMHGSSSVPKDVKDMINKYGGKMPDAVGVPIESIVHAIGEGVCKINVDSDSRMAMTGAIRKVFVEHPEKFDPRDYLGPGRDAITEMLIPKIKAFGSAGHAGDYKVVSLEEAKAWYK
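Giardia FBPA (40 nM reagent) was preincubated 10 min at RT with compound (up to 57.5 uM final), then substrate plus GAPDH/TPI/NAD/arsenate coupling system with diaphorase/resazurin was added; resorufin fluorescence (525/598 nm) was read after 20 min.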
AmpC inh detg – AmpC beta-lactamase inhibition with detergent present; P00811; AmpC hydrolysis of nitrocefin, absorbance 480 nm, 0.01% Triton; Potency, µM (titrated, usually from 114 µM), inactives show at the highest dose activity change, negative = inhibition, usual class: inhibitors; hit rate 0.041% among 370,000; AID 485294;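 note: potency is the fitted concentration of half-maximal effect; 0% = no-compound wells and -100% = no-enzyme wells; nearly all actives have a fitted effect of over 25% in size; some results filed as inactive show a strong effect at the top dose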
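20 mM phosphate pH 7.0 + 0.01% (detergent screen) or 0.0001% Triton X-100; 5.3 nM AmpC reagent; cpd preinc 15 min RT; nitrocefin (800 uM stock) to start; A480 q20 s × 4 min; Activity was normalised to no-enzyme and no-compound control wells.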
HCMV antiviral – inhibitors of human cytomegalovirus | HFF cells, HCMV-luciferase reporter, 72 h; stronger effect = lower value | activity change, negative = inhibition, % at 57.5 µM | hit rate 4.5% among 410,000 | AID 1259415; in the data active = activity change below about -60%; inconclusive = no clear call, values can overlap the other calls; inactive = above about -39%
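HFF cells seeded 16 h at 37C, treated with compounds, infected with luciferase-reporter HCMV at MOI 1 PFU/cell; luciferase read at 72 h post infection, normalized to buffer-only and Salinomycin controls.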
* hit, by the source's call; ? = inconclusive; . = no result given; [ ] = dose if it differs, or a comment. Unless noted, calls come from the whole dose curve; as a rule, active = well fitted curve in the direction sought with a large enough effect; inconclusive = small, poorly fitted or top-dose-only effect, or another doubt; inactive = no such curve, though single readings can be large; an effect the other way counts as inactive or inconclusive. Unless noted, % is set by controls: 0 for no effect and ±100 for the full control effect. Compounds as they come; any-hit rate near 9.9%.

SMILES	AmpC inh detg	HCV inhibitor	HCMV antiviral	AmpC inh no detg	Sm TGR inh	Giardia FBPA inh
CN(CCNC(=O)CCNC(=O)Cn1ccc2ccccc2c1=O)Cc1ccccc1	-1.2%	-4.5%	-8.5	-16.6%	-0.3%	-1.0%
CCCCCCSC1=C(C#N)C(=O)NC2(CCCCC2)S1	4.0%	-2.1%	0.4	-14.5%	-33.7%	19.8%
CCOC(=O)C1CN(S(=O)(=O)c2cc(OC)ccc2OC)C1	-12.3%	4.2%	29.8	-18.7%	3.1%	10.5%
O=C(c1cccc(C(F)(F)F)c1)C1CCCN(C(=O)C2CCOCC2)C1 (stereo not drawn)	2.3%	-23.9%	-16.0	77.9%[activator]	-6.9%	.
COCCSc1nnc(NS(=O)(=O)Cc2ccccc2)s1	2.7%	13.9%	8.2	-26.9%	7.2%	2.8%
CCCC[C@@H]1CNC(=S)N1CCCc1cc(OC)c(OC)c(OC)c1	2.5%	-22.5%[8.37 µM]	0.1	33.5%	-5.4%	5.5%
Cc1cccc(N2CCN(C(=O)CSc3nc4ccccc4nc3N3CC(C)OC(C)C3)CC2)c1C (stereo not drawn)	?	6.31µM*	-4.5	-11.6%	-5.6%	6.7%
Cc1cccc(N2CCN(C(=S)c3ccc(-c4ccccc4[N+](=O)[O-])o3)CC2)c1	4.3%	?	19.0	-26.1%	4.6%	-24.1%
O=C(Nc1ccccc1C(=O)Nc1ccccn1)c1cccc([N+](=O)[O-])c1	-6.8%	?	15.5	-24.3%	13.9%	8.1%
CCOC(=O)CSc1nnc2c3ccccc3n(CC)c2n1	-7.7%	-16.0%	-10.3	-13.1%	-31.2%	12.4%
COC(=O)c1ccc(NC(=O)Cc2ccccc2)cc1	-4.5%	5.3%	11.9	-18.5%	-0.8%	1.2%
O=C(CSc1nc(C(F)(F)F)cc(=O)[nH]1)N1CCOCC1	-10.1%	5.7%	-13.8	-5.5%	-5.9%	.
Cc1cc(C(c2ccc(C)o2)c2ccc(C)o2)c(O)c([N+](=O)[O-])c1	?	-8.9%	23.3	-40.0%	44.7µM*	-17.8%
Cc1ccc(S(=O)(=O)/N=C(\c2ccc(F)cc2)n2c(C)nc3ccccc32)cc1	-1.8%	9.6%	-3.2	-11.1%	12.0%	.
O=C(NNS(=O)(=O)c1ccccc1)C1CCN(S(=O)(=O)c2ccc(Cl)cc2)CC1	-13.6%	18.8%	23.2	-30.8%	-18.3%	6.5%
C=CCn1c(SCC(=O)NC)nc2sc3c(c2c1=O)CCC3	1.7%	18.9%	109.9	-4.1%	9.3%	1.2%
Cc1ccccc1OCC(=O)Nc1ccc2c(c1)n(C)c(=O)n2C	-4.3%	-20.3%	?	6.1%	-10.3%	-0.7%
Cc1ccc(CN2CCN(/N=C/c3ccc(C(F)(F)F)cc3)CC2)cc1	?	-0.4%	-14.7	-22.0%	-16.2%	-5.4%
O=C(O)CCCNc1c(C(=O)Nc2ccc(Cl)cc2)cc([N+](=O)[O-])cc1[N+](=O)[O-]	-1.7%	20.5%	4.1	-35.0%	36.0%[activator]	-3.2%
COc1cc(C2=NOC(C(=O)NCc3ccccn3)C2)cc(OC)c1OC (stereo not drawn)	?	-10.1%	71.6	-2.0%	-3.5%	10.4%
Cc1ccc2c(c1)-c1c(c(C(=O)N3CCN(c4cc(Cl)ccc4C)CC3)nn1C)CS2	-5.2%	.	14.5	.	10.1%	.
CCC(=O)Nc1ccccc1Oc1ccccc1	-10.2%	?	5.5	0.9%	7.3%	0.9%
COc1cccc(OC)c1C(=O)NC(=O)NNc1cc(C(F)(F)F)cc(C)n1	?	-4.5%	-13.3	20.2%	?	.
Cn1c(=O)c2c(nc(SCc3ccccc3F)n2C)n(C)c1=O	-7.2%	6.7%	9.1	2.6%	38.3%[activator]	8.8%
CCOc1cc(/C=N/O)ccc1OCc1ccc([N+](=O)[O-])cc1	-13.5%	?	-10.6	-44.1%	1.0%	?
COc1ccccc1NC(=O)CCC(=O)N(Cc1ccc(OC)c(OC)c1)c1nccs1	-1.5%	1.0%	16.1	86.8%[activator]	0.0%	-2.8%
Cc1nn(-c2ccccc2)c2sc(C(=O)N(CC(=O)NC3CCCC3)Cc3ccco3)cc12	-4.2%	?	14.0	-29.4%	49.2%[activator]	5.5%
CCOc1ccc(NC(=O)Cn2nnc(C(=O)OC)c2C(=O)OC)cc1	2.5%	.	-2.3	.	5.3%	.
Cc1ccccc1CS(=O)(=O)Cc1ccc(C(=O)NCCCN2CCCC2=O)o1	4.4%	28.6%	30.5	-5.7%	6.7%	2.1%
Cc1noc(C)c1C(=O)NCC(=O)Nc1ccccc1Br	.	10.5%	-2.2	-27.1%	.	.
Cc1ccc(C(=O)COC(=O)CN2C(=O)C3C4C=CC(C4)C3C2=O)cc1C (stereo not drawn)	?	8.0%	-14.1	48.7%	?	.
Cc1nc(N)sc1C(=O)N/N=C/c1cccnc1	-3.1%	8.8%	-17.4	-13.7%	1.8%	-0.3%
C=CCN(C(=O)c1csnn1)C(C(=O)NC1CCCC1)c1ccc(OC)cc1 (stereo not drawn)	-3.8%	9.6%	-12.3	-13.2%	3.3%	.
COCCNC(=O)c1cc2c(=O)n3cccc(C)c3nc2n1C	?	6.9%	-14.3	-1.7%	-9.9%	2.4%
CCCCOc1ccc(C(C)NC(=O)C2CCCN(S(=O)(=O)CCC)C2)cc1 (stereo not drawn)	-10.4%	?	-2.7	59.0%	0.0%	2.1%
CCOc1ccc(N2C(=O)/C(=C\c3ccc(OC)c(O)c3)S(=O)(=O)C2c2cccc([N+](=O)[O-])c2)cc1 (stereo not drawn)	5.9%	2.9%	-4.7	-18.1%	-1.6%	-7.8%
CN(C(=O)CN1C(=O)c2cccc(N)c2C1=O)C1CCCCC1	?	12.8%	7.9	-11.2%	-0.5%	.
C#CC[N+]1(C)C2CCC1CC(O)C2 (stereo not drawn)	5.7%	6.6%	-21.6	-17.3%	8.8%	1.0%
CC(C)CC(NC(N)=O)C(=O)Nc1ccc(Cl)c(Cl)c1 (stereo not drawn)	4.2%	-12.1%	?	-9.4%	0.0%	0.3%
CCC(=O)N1c2ccccc2CC1C(=O)NCCc1cc(OC)c(OC)c(OC)c1 (stereo not drawn)	?	.	39.9	.	-8.4%	.
O=C(NCc1ccccn1)C1CCN(S(=O)(=O)c2cnc[nH]2)CC1	-13.8%	6.4%	24.6	-19.2%	6.7%	7.4%
Cc1occc1C(=O)Nc1nn[nH]n1	1.3%	8.4%	0.8	-10.3%	0.0%	?
COC(=O)c1[nH]c2cccc(OC)c2c1NC(=O)CCN1CCN(c2ccccc2F)CC1	8.5%	-2.7%	-34.5	86.2%[activator]	-20.9%	-2.7%
CN(C(=O)CSc1nc2c(c(=O)[nH]1)CCCC2)c1ccccc1	12.1%	.	11.1	.	3.5%	.
COc1cccc(CN2CC(C(=O)NCC3CCOCC3)CCC2=O)c1 (stereo not drawn)	-10.4%	12.3%	0.0	-9.9%	7.6%	8.0%
C=CCn1c(-c2c(C)nc3cc(C)ccn23)n[nH]c1=S	?	0.0%	-18.1	-13.0%	-0.7%	-5.4%
O=C(NCC(=O)N(c1ccccc1F)C(C(=O)NC1CCCC1)c1ccncc1)c1ccco1 (stereo not drawn)	?	?	2.0	-13.1%	6.1%	13.9%
Cc1ccc(C(C(=O)NC2CCCC2)N(Cc2ccco2)C(=O)CCC(=O)Nc2cc(C)on2)cc1 (stereo not drawn)	2.0%	?	2.7	0.9%	-17.8%	7.0%

Filtered by structure: the entries above with a thiophene ring, fused or not (2)
SMILES	AmpC inh detg	HCV inhibitor	HCMV antiviral	AmpC inh no detg	Sm TGR inh	Giardia FBPA inh
C=CCn1c(SCC(=O)NC)nc2sc3c(c2c1=O)CCC3	1.7%	18.9%	109.9	-4.1%	9.3%	1.2%
Cc1nn(-c2ccccc2)c2sc(C(=O)N(CC(=O)NC3CCCC3)Cc3ccco3)cc12	-4.2%	?	14.0	-29.4%	49.2%[activator]	5.5%

Next part
SMILES	AmpC inh detg	HCV inhibitor	HCMV antiviral	AmpC inh no detg	Sm TGR inh	Giardia FBPA inh
CCCC(=O)Nc1nc(-c2ccc(Cl)s2)cs1	-0.1%	?	104.5	-24.5%	2.7%	-1.7%
COc1cccc(N2CCN(C(=O)CN3C(=O)COc4ccc(S(=O)(=O)N5CCC(C)CC5)cc43)CC2)c1	5.9%	.	4.4	.	5.1%	.
Cc1cc(C)n(CCC(=O)Nc2cccc(F)c2)n1	3.2%	8.0%	5.9	-5.1%	-0.3%	-3.7%
CC(=O)N1CCCc2cc(S(=O)(=O)N(C)CC(=O)Nc3ccc(F)c(Cl)c3)ccc21	4.8%	.	-27.2	.	-8.3%	.
COc1cc2cnc(CCCC#N)cc2cc1OC	.	-8.5%	-6.8	-3.9%	.	.
Cc1cc(N2CCN(C)CC2)nc(-c2ccccc2O)n1	0.1%	?	-32.4	15.4%	5.0%	5.6%
Cc1ccc(CC2CC(=O)N(CCc3ccccc3)C2=O)cc1 (stereo not drawn)	7.0%	-4.9%	-27.3	28.2%	.	-7.9%
CCN1C[C@]2(COC)CC[C@H](OC)[C@@]34C1[C@]1(OCO[C@@]15C[C@H](OC)[C@H]1C[C@@H]3[C@@H]5[C@H]1OC)[C@@H](O)[C@H]24	4.9%	-3.8%	-0.2	1.8%	?	.
CC(=O)Nc1ccc(C(=O)CN2C(=O)NC3(CCCc4ccccc43)C2=O)c(F)c1 (stereo not drawn)	.	-15.3%	74.1	-33.7%	.	.
Cc1cccc(C(=O)NC(=O)Nc2ccc(-n3nc(C(F)(F)F)cc3C(F)(F)F)cc2)c1	-2.6%	.	-2.6	.	0.5%	.
O=C(CNC(=S)N(Cc1ccc(F)cc1)C1CCCCC1)NCC1CCCO1 (stereo not drawn)	5.7%	10.8%	-9.4	153.0%[activator]	7.0%	1.8%
CC(C)(C)P(=O)(c1ccncc1)N1CCCC1 (stereo not drawn)	?	-2.9%	-36.9	-8.3%	6.0%	7.2%

Shown with values under each structure: two of the compounds above
Second line of a record: AmpC inh detg, HCV inhibitor, HCMV antiviral, AmpC inh no detg, Sm TGR inh, Giardia FBPA inh
> CCOc1cc(/C=N/O)ccc1OCc1ccc([N+](=O)[O-])cc1
    -13.5%, ?, -10.6, -44.1%, 1.0%, ?
> COc1ccccc1NC(=O)CCC(=O)N(Cc1ccc(OC)c(OC)c1)c1nccs1
    -1.5%, 1.0%, 16.1, 86.8%[activator], 0.0%, -2.8%
